DRD3 agonist = agonists of human D3 dopamine receptor; P35462; actives 0.58% (n = 410,000); D3R DiscoveRx beta-arrestin cells, luminescence, 90 min; max activation, %; in the data active = max activation above about 30%; also: 0% is about no effect; mostly tested at two doses, the higher about 12 µM
Target sequence (P35462 whole entry, looked up): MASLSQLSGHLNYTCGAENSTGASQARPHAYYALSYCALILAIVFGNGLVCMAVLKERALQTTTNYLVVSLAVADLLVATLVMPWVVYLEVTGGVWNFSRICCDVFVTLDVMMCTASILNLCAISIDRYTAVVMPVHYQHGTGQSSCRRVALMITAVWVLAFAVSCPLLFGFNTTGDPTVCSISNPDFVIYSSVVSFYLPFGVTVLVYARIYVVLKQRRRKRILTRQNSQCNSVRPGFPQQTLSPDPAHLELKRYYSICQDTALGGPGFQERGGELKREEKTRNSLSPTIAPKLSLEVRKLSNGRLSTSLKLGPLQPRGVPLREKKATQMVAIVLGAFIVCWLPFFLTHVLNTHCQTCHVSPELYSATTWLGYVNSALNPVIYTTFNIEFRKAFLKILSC
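Agonist mode: compounds and dopamine controls were applied to plated cells for 90 min at 37 degrees C after an overnight attachment at 1500 cells/well. Luminescent read-out followed 30 - 60 minutes at room temperature with DiscoveRx detection reagent.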
KB-3-1 cytotox = kills parental KB-3-1 adenocarcinoma cells; actives 1.4% (n = 400,000); KB-3-1 viability, CellTiter-Glo ATP luminescence, 72 h; Potency, µM (top dose mostly 46.1 µM), for inactives: at the highest dose activity change, negative = cytotoxic, hits mostly cytotoxic; also: potency is read from the fitted curve at half-maximal effect; % is scaled to controls: 0 for no effect and ±100 for the full control effect; nearly all actives have a fitted effect of over 60% in size
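Here the drug-naive KB-3-1 line serves as comparator for MDR sub-line selectivity; cells received compound titrations, 72 h at 37 °C, then CellTiter-Glo readout.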
KB-V1 cytotox = KB-V1 MDR subline cytotoxicity; KB-V1 MDR cells viability, CellTiter-Glo, 72 h; Potency, µM (highest dose often 46.1 µM), without a hit: at the top dose activity change, negative = cytotoxicity, hits mostly cytotoxic; actives 3.4% (n = 400,000); AID 1347076; also: potency is read from the fitted curve at half-maximal effect; % is scaled to controls: 0 for no effect and ±100 for the full control effect; nearly all actives have a fitted effect of over 60% in size
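KB-V1, DMEM (no phenol red) + 10% FBS; cpd pin-transferred, titration series; 72 h, 37 degrees C; CellTiter-Glo, luminescence. Data normalized, curve-fit.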
SW480 rerep = DNA re-replication induction in SW480 cells; AID 624297; actives 1.8% (n = 340,000); SW480 DNA re-replication, Hoechst DNA content imaging, 48 h; Potency, µM (series often up to 46.1 µM), for inactives: at the highest dose re-replication activation, hits mostly activators; also: potency is read from the fitted curve at half-maximal effect; % of control where 0% means no effect; nearly all actives have a fitted effect of over 55% in size
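Image-based DNA-content assay: after two days of treatment, nuclei were labelled with the DNA dye Hoechst and imaged, and hits were compounds raising the count of nuclei showing high fluorescence intensity.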
HT1080 IDH1KD tx = kills HT-1080 cells with IDH1 knockdown; HT-1080 IDH1 knockdown viability, ATP luminescence, 48 h; Potency, µM (highest dose often 46.1 µM), for the others: at the highest dose activity, negative = toxicity, most hits filed as cytotoxic; actives 2% (n = 360,000); AID 686971;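 also: potency is read from the fitted curve at half-maximal effect; 0% = DMSO wells and -100% = cell-free medium wells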
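In this qHTS, HT-1080 cells depleted of IDH1 are exposed for 48 h at 37 °C to compound titrations. Toxicity is scored from CellTiter-Glo luminescence, with DMSO as full viability and medium alone as none.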
MCF10A rereplic = induces DNA re-replication in MCF 10a normal breast cells. MCF 10A DNA re-replication, Hoechst nuclear intensity, 48 h. Potency, µM (top dose mostly 46.1 µM), without a hit: at the top dose activity, positive = re-replication, hits mostly activators. actives 2.9% (n = 350,000). AID 624296; also: potency is read from the fitted curve at half-maximal effect; % of control where 0% means no effect; nearly all actives have a fitted effect of over 50% in size
HEK293 tox = cytotoxic in the GLP-1 receptor inverse agonist counter-screen; HEK293 cAMP-luciferase reporter cells, luminescence, 24 h; Potency, µM (top dose mostly 38.3 µM), without a hit: at the highest dose activity change, negative = inhibition, hits mostly inhibitors; actives 0.13% (n = 410,000); AID 624418;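 also: loss of luciferase light is scored as toxicity; potency is read from the fitted curve at half-maximal effect; % is scaled to controls: 0 for no effect and ±100 for the full control effect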
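Luminescence readout: signal drop marks cytotoxicity. Plated cells grew 12 h at 37 °C, 5% CO2, received 23 nL compound for 24 h, then got luciferase reagent, read after 12 min at RT.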
IL-1B inflam inh = inhibitors of inflammasome signaling (IL-1 beta secretion). THP-1 LPS/ATP IL-1B secretion, AlphaLISA, 16 h; stronger effect = lower value. activity change, % at 57.5 µM. actives 4.7% (n = 360,000); in the data active = activity change below about -50%; inconclusive = mostly about -30% to -49%; also: % is scaled to controls: 0 for no effect and ±100 for the full control effect
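THP-1 cells pretreated 1 hr with compounds (up to 57.5 uM final), then stimulated with LPS (250 ng/mL final) plus ATP (1.25 mM final); secreted IL-1B measured by AlphaLISA after 16 hr, decreased signal indicating inhibition.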
HT1080NT lethal = kills 2HG-producing HT-1080-NT fibrosarcoma cells | HT-1080-NT fibrosarcoma viability, CellTiter-Glo ATP luminescence, 48 h | Potency, µM (highest dose often 46.1 µM), inactives show top-dose activity, negative = less viability, usual class: cytotoxic | actives 1.6% (n = 360,000);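 also: NT is the 2HG producing partner of a matched IDH1 knockdown line; potency is read from the fitted curve at half-maximal effect; 0% = DMSO-treated cells and -100% = media-only wells without cells; nearly all actives have a fitted effect of over 55% in size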
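Compounds were tested in concentration-response format on HT-1080-NT cells for 48 hours at 37 degrees C. Cell viability came from CellTiter-Glo luminescence; curves were classified by r2, response magnitude and activity.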
Active calls of the source: *; ? = inconclusive; . = not tested or not shown; & = joins results of further samples; [ ] = remark or other dose. Unless noted, calls follow the shape of the dose curve; as a rule, active = well fitted curve in the direction sought with a large enough effect; inconclusive = small, poorly fitted or top-dose-only effect, or another doubt; inactive = no such curve, though single readings can be large; an effect the other way counts as inactive or inconclusive.

canonical_smiles	DRD3 agonist	KB-3-1 cytotox	KB-V1 cytotox	SW480 rerep	HT1080 IDH1KD tx	MCF10A rereplic	HEK293 tox	IL-1B inflam inh	HT1080NT lethal
CN(C(=O)CSc1nc2ccccc2n1CC(=O)N(C)c1ccc(F)cc1)c1ccccc1	-4	5%	15%	.	.	.	-17%	.	.
CN1CCc2c(sc(N)c2C(=O)c2ccc(Cl)cc2)C1	-10	-2%	?	28%	2%	15%	11%	-3	4%
CN(C)S(=O)(=O)c1ccc(N2CCCC2)c(C(=O)Nc2ccc(N3CCOCC3)cc2)c1	-5	13%	2%	1%	3%	-7%	6%	18	-4%
COc1nc(N)nc(NC(=O)c2cccs2)c1N=O	-3	0%	14%	5.2µM*	18µM*	21µM*	0%	-87*	16µM*
CCOC(=O)c1sc(NC(=S)NC(=O)c2ccccc2Cl)c(C(=O)OCC)c1C	4	19%	0%	-3%	3%	3%	1%	1	4%
CCn1c(C)nc2cc(C(=O)NNC(=S)Nc3ccc(Cl)cc3Cl)ccc21	-12	11%	?	-68%[inhibitor]	11%	12%	2%	-23	-1%
CCCCCCCCNCCS(=O)(=O)NCc1ccccc1OC	-32	2%	1%	-5%	-16%	-3%	-6%	?	-11%
C=CCc1ccc(OCCOCCOc2ccccc2[N+](=O)[O-])c(OC)c1	-5	0%	-6%	-2%	-1%	-13%	3%	-21	-3%
CSc1ccccc1C(=O)NCCc1ccc(S(=O)(=O)N2CCCCC2)cc1	-15	?	?	2%	1%	0%	8%	6	7%
O=C(c1ccccc1F)N1CCN(c2ccc([N+](=O)[O-])c3cccnc23)CC1	1	-5%	?	-6%	2%	2%	-5%	?	-10%
Cc1ccc(C(=O)NC(=S)NNC(=O)c2ccc([N+](=O)[O-])cc2)cc1	11	?	-12%	8%	-4%	-6%	2%	52	-10%
COc1cc(OC)cc(-c2c(-c3cccs3)c3cc(Br)ccc3n2C)c1	5	-4%	-4%	-5%	5%	?	2%	5	-16%
CC(CC(=O)C1C(C)C=CCC1(C)C)NNC(N)=O (configuration not stated)	8	0%	11%	11%	5%	-12%	-16%	3	-16%
Cc1ccc(N(CC(=O)NC2CCCC2)C(=O)CNC(=O)c2cccs2)cc1C	-12	-2%	-1%	1%	-2%	-5%	-12%	-12	-3%
Cc1ccc(-c2noc(C(C)NC(=O)c3ccco3)n2)cc1 (configuration not stated)	3	3%	12%	.	.	.	-5%	.	.
S=C(NCC1CCCO1)Nc1cccc(Cl)c1 (configuration not stated)	2	0%	-7%	0%	7%	1%	-1%[0.307 µM]	-6	-2%
CC(NC(=O)c1cc(COc2ccc3ncccc3c2)on1)c1ccc(F)cc1 (configuration not stated)	7	?	10%	2%	?	7%	-7%	-16	-22%
COc1ccc(S(=O)(=O)NCC2CCCO2)c(Cl)c1Cl (configuration not stated)	0	6%	1%	0%	1%	-3%	16%	-3	7%
CCOc1ccc(-n2cc(C(=O)N3CCCCCC3)c3cc(OC)c(OC)cc3c2=O)cc1	1	-4%	-7%	-1%	-4%	18%	5%	-3	4%
CCOc1ccccc1NC(=O)C1CCC(CNc2c(N3CCCCC3)c(=O)c2=O)CC1 (configuration not stated)	2	-10%	-4%	-1%	-2%	5%	0%	-6	-10%
CCCc1cc(=O)[nH]c(Nc2ccc(C)c(O)c2)n1	9	7%	0%	.	.	.	0%	.	.
OC1CC2CCC(C1)N2CCCN1c2ccccc2Sc2ccc(Cl)cc21 (configuration not stated)	-16	?	?	?	4.6µM*	?	0%	-81*	?
CCc1ccc(C(=O)CSc2nc3ccccc3c(=O)[nH]2)cc1	-2	3%	?	-9%	1%	15%	-9%	51	1%
O=C(c1cccc(C(F)(F)F)c1)C1CCCN(C(=O)CCCn2cncn2)C1 (configuration not stated)	6	7%	?	10%	9%	-7%	-5%	0	22%
Cc1cc(C)n(S(=O)(=O)/C=C/c2ccccc2)n1	-9	?	?	?	?	16µM*	-13%	-108*	2.8µM*
CC12CCC(=O)N1C(C(=O)Nc1nnc(SCc3ccccc3)s1)CS2 (configuration not stated)	-3	2%	-14%	9%	-3%	?	1%	-6	-3%
N#Cc1ccc(CN2CCN(C(=O)c3cc(C4CC4)nn3-c3ccccc3)CC2)cc1	0	-21%	-12%	-5%	0%	9%	5%	-3	-4%
CCCCCC(=O)NC(=S)Nc1ccc(N2CCCCC2)c(Cl)c1	-4	-4%	-10%	12%	-3%	?	12%	-4	-8%
O=C(N/N=C/c1cccs1)c1ccc(NC(=O)c2ccccc2Cl)cc1	-7	2%	12%	-3%	17%	-7%	14%	-7	2%
COc1ccc(/C=C/C(=O)NC(C)CCc2ccccc2)cc1 (configuration not stated)	-23	3%	-14%	-11%	9%	?	2%	-19	7%
COc1ccc(NC(=O)CN2C(=O)c3cccnc3Sc3ccccc32)cc1OC	-12	4%	-17%	.	.	.	-10%	.	.
COc1ccc(Cl)cc1NC(=O)CN1Cc2ccccc2C1=O	0	?	5.2µM*	.	.	.	3%	.	.

Ordered by heavy-atom count (highest first): three of the compounds above
canonical_smiles	DRD3 agonist	KB-3-1 cytotox	KB-V1 cytotox	SW480 rerep	HT1080 IDH1KD tx	MCF10A rereplic	HEK293 tox	IL-1B inflam inh	HT1080NT lethal
CC12CCC(=O)N1C(C(=O)Nc1nnc(SCc3ccccc3)s1)CS2 (configuration not stated)	-3	2%	-14%	9%	-3%	?	1%	-6	-3%
COc1ccc(/C=C/C(=O)NC(C)CCc2ccccc2)cc1 (configuration not stated)	-23	3%	-14%	-11%	9%	?	2%	-19	7%
Cc1cc(C)n(S(=O)(=O)/C=C/c2ccccc2)n1	-9	?	?	?	?	16µM*	-13%	-108*	2.8µM*

(further entries)
canonical_smiles	DRD3 agonist	KB-3-1 cytotox	KB-V1 cytotox	SW480 rerep	HT1080 IDH1KD tx	MCF10A rereplic	HEK293 tox	IL-1B inflam inh	HT1080NT lethal
CS(=O)(=O)N(CC(=O)NCC1CCCO1)c1cc(Cl)ccc1Cl (configuration not stated)	5	12%	0%	-8%	18%	-3%	51%[activator]	14	7%
CC(C)(C)N1C(=O)c2ccccc2NC(=O)N1Cc1ccccc1	9	5%	10%	-3%	4%	17%	-9%	12	5%
CCOC(=O)c1cn(-c2nc(-c3ccc(Cl)c(Cl)c3)cs2)c2c(F)c(N3CCOCC3)c(F)cc2c1=O	4	-2%	?	-8%	?	18%	-8%	9	21%
CCC(C(=O)OCC(=O)Nc1ccccc1-c1ccccc1)c1ccccc1 (configuration not stated)	4	2%	-12%	-38%[inhibitor]	4%	13%	-2%	1	-1%
OCCN(CCO)CC(O)COc1ccc(Br)cc1 (configuration not stated)	-1&1	0%&-11%	8%&28%	-4%&10%	0%&-2%	-1%&1%	3%&-3%	-5&-12	4%&-7%
NC(=NCCc1ccccc1)c1cccc([N+](=O)[O-])c1	-14	-1%	6%	-3%	-5%	5%	1%	-22	-15%
Oc1ccccc1/C=N/Nc1nccnc1Cl	4	?	0%	?	?	?	?	111	?
Cc1ccc(CNC(=O)CCS(=O)(=O)c2ccc3c(c2)CC(C)N3C(=O)C2CC2)o1 (configuration not stated)	-2	?	4%	13%	-4%	-12%	-17%	-4	-14%
Cc1cc(N/N=C/c2ccccc2Cl)nc(NCc2ccccc2)n1	1	?	?	?	?	16µM*	?	-68*	?
O=S(=O)(Cc1cc(-c2ccccc2)no1)c1ccccc1	2	3%	?	?	-7%	12%	1%	-10	-2%
COc1ccccc1NC(=O)c1cc2c(C)nn(-c3ccccc3)c2s1	7	3%	2%	.	.	.	12%	.	.
CCOc1ccc(N(CC(=O)NCC2CCCO2)S(=O)(=O)c2ccc(OC)c(OC)c2)cc1 (configuration not stated)	5	-2%	-7%	3%	6%	-3%	-4%	-1	6%
COc1ccc(OC)c(C2CC(c3ccc(NS(C)(=O)=O)cc3)=NN2C(=O)c2ccccc2)c1 (configuration not stated)	-5	2%	14%	-3%	-1%	0%	5%	-6	-2%
CCNc1c(NS(=O)(=O)c2ccc(Cl)s2)c(=O)oc2ccccc12	5	-12%	14%	0%	-24%	5%	4%	18	-1%
CCOC(=O)C1=CCN(S(=O)(=O)c2ccccc2Br)C1c1ccc(F)cc1 (configuration not stated)	-4	0%	-8%	.	-18%	.	-4%	-16	-19%
CCCOc1cccc(C(=O)NC(=S)Nc2cccc(C(F)(F)F)c2)c1	-17	17%	3%	?	15%[9.24 µM]	1%	0%	-57*	?
O=C(OCC(=O)N1CCCc2ccccc21)c1cncc(Br)c1	-1	6%	15%	-8%	7%	-7%	2%	35	1%
CCn1cc(CN2CCC(n3nccc3NC(=O)C(OC)c3ccccc3)CC2)cn1 (configuration not stated)	4	.	.	7%	12%	-6%	2%	8	9%
CCCCN(CCCC)CCNC(=O)c1ccc2nc(-c3ccccc3NC(C)=O)c(=O)[nH]c2c1	0	-11%	-5%	15%	4%	-10%	0%	-3	-5%
O=C(/C=C/c1cccc([N+](=O)[O-])c1)NC1CC2CCC1C2 (configuration not stated)	-9	21%	?	0%	-2%	17%	7%	27	-3%
CCOC(=O)C1(C)C=C(Nc2ccc(C(=O)O)cc2)C(=O)N1c1ccc(C(=O)O)cc1 (configuration not stated)	-5	12%	-13%	.	.	.	4%	.	.
N#C/C(=C\c1ccccc1)C(=O)NCc1ccc(F)cc1	-3	-6%	-3%	5%	?	?	-13%	-98*	?
COC(=O)C1=C(C)N=C2SCCC(=O)N2C1/C=C/c1ccccc1 (configuration not stated)	1	-2%	16%	?	1%	-3%	-5%	-8	-1%
O=C(COC(=O)Cn1nnc(-c2ccccc2)n1)Nc1ccccc1Br	3	-3%	2%	-6%	7%	-11%	-12%	21	3%

Screening results deposited in PubChem by National Center for Advancing Translational Sciences (NCATS).
